# Assay outcomes as filed in PubChem BioAssay.
# M1 ag parental: counter-screen for M1 agonists: effect in parental CHO-K1 cells; Fluo-8 calcium fluorescence; scaled to maximal ATP response, vehicle zero; activation, % at 3 µM; actives 0.48% (n = 360,000); in the data active = activation above about 15%;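 note: untransfected CHO-K1 host cells lacking M1 receptor as counterscreen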
# CHO-K1 Ca antag: counter-screen for M1 antagonists: effect in parental CHO-K1 cells | ATP-induced calcium, Fluo-8 fluorescence | inhibition, % at 3 µM | actives 0.6% (n = 360,000);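 active = inhibition above a per-plate cutoff, the plate's mean sample inhibition plus 3 SD, cut at about 24% in these data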;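 note: 0% = DMSO plus EC80 ATP and 100% = DMSO alone without ATP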
# CHRM1 agonist: human M1 muscarinic receptor agonists, primary screen, Fluo-8 calcium fluorescence, CHO-K1 cells, HTS. actives 0.33% (n = 360,000). AID 588814, 2011. Muscarinic acetylcholine receptor M1 (Homo sapiens), P11229. activation, % at 3 µM. CHO-K1 hM1, agonist mode; 0% DMSO, 100% acetylcholine EC100;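 active = activation above the run's mean compound activation plus 3 SD, cut at about 16% in these data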;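 note: peak over basal fluorescence ratio within a 140 s kinetic read after compound addition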
# Target sequence (P11229 whole entry, looked up): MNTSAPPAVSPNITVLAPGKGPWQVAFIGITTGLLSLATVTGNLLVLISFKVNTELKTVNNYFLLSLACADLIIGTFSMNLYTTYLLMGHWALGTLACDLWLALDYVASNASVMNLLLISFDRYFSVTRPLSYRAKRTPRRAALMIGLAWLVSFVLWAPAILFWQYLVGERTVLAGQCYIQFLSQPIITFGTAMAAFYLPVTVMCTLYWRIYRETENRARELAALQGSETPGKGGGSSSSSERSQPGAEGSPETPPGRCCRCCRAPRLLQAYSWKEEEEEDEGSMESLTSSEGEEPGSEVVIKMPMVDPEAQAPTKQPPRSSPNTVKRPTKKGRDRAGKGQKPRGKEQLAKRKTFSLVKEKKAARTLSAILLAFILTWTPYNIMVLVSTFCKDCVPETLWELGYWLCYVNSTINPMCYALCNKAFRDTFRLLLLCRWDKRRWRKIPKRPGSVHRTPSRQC
# TAAR1 agonist: human TAAR1 agonists, primary screen, Fluo-8 calcium fluorescence, CHO RD-HGA16 cells. vehicle wells 0%, saturating PEA agonist 100%. activation, % at 3 µM. actives 0.99% (n = 360,000). AID 624467, 2012;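 active = activation above the mean activation of all test compounds in the run plus 3 SD, cut at about 38% in these data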
#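 Test system: RD-HGA16 (CHO) cells co-expressing Gα16 and hTAAR1 / Benchmarks: DMSO vehicle as 0%, PEA at EC100 as 100% / Repeats: no replicates (n 1) / Measure: % activation from peak over basal fluorescence ratio, DMSO-to-PEA scaled / Timing: 17-24 h plating, Fluo-8 75 min 37 °C, 30 min RT / Technique: kinetic Fluo-8 calcium fluorescence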
# OXTR potentiator: human OXTR potentiators, primary screen, fluorescence, CHO-OTR cells, Fluo-8 calcium; activation, % at 3 µM; Fluo-8 calcium fluorescence, potentiator mode; 0% = oxytocin EC15, 100% = EC100; actives 0.061% (n = 320,000); Oxytocin receptor (Homo sapiens), P30559;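 active = activation above that plate's cutoff, the mean activation of tested compounds plus 3 SD, cut at about 6.6% in these data, passing the limit was not always enough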;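 note: 100% uses oxytocin at 75 nM as the full agonist control; some results filed as inactive read as strong as hits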
#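 Measured by – Fluo-8 calcium dye fluorescence · Test system – human OTR in CHO cells · Dosing – one concentration, 3.0 µM compound · Controls – EC15 oxytocin alone as 0%, 75 nM oxytocin as 100% · Evaluation – normalized max/min fluorescence ratio, % activation · Timing – 6 min pre-incubation, 100 s read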
# V1aR counter: agonists of human V1a receptor, primary screen, counter-screen for OXTR agonist project, fluorescence, CHO-V1R cells. actives 0.25% (n = 320,000). Fluo-8 calcium fluorescence, agonist mode; 0% DMSO, 100% 3 nM vasopressin. Vasopressin V1a receptor (Homo sapiens), P37288. activation, % at 3 µM;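 active = activation above the mean activation of all tested compounds plus 3 SD, per screening run, cut at about 20% in these data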;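 note: signal is peak over basal fluorescence ratio across a 100 second FLIPR read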
# Target sequence (P37288 whole entry, looked up): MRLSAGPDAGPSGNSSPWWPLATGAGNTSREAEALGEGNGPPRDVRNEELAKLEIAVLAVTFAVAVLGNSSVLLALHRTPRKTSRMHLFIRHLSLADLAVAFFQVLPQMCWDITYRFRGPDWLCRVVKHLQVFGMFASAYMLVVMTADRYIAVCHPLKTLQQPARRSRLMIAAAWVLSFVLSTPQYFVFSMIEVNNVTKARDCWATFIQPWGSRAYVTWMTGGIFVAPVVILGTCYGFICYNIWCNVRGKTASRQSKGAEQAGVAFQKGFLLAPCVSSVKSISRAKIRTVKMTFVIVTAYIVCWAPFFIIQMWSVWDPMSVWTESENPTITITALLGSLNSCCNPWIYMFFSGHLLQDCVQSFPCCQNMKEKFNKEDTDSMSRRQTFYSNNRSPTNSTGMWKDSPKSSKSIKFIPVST
# CHO parental Ca: ATP-evoked calcium signal inhibitors, parental CHO, primary screen, counter-screen for OX1R antagonist project, cell-based, fluorescence, Fluo-8 calcium dye | parental CHO-K1, ATP-induced calcium, Fluo-8 fluorescence | inhibition, % at 5.6 µM | actives 0.63% (n = 330,000);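 active = inhibition above that plate's mean sample inhibition plus 3 SD, cut at about 26% in these data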;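 note: 0% = ATP-challenged DMSO wells and 100% = DMSO wells without ATP; some compounds past the cut are filed as inactive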
#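 material = parental CHO cells | also added = ATP as calcium-mobilizing challenge | dosing = single point at 5.6 µM | detection = intracellular calcium via Fluo-8 no-wash fluorescent dye | read-out = % inhibition | benchmarks = low control ATP plus DMSO, high control DMSO only | repeats = one well per compound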
# CHO-K1 Ca PAM: nonselective calcium activators in parental CHO-K1 cells, primary screen, counter-screen for M1 PAM project, cell-based, Fluo-8 calcium fluorescence, full deck, 1536-well; ATP EC20; 0% at ATP EC20, 100% at ATP max; activation, % at 3 µM; actives 0.02% (n = 360,000); AID 602247, 2012;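 active = activation above the run cutoff, the mean activation of all test compounds plus 3 SD, cut at about 40% in these data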;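 note: peak over basal fluorescence ratio in a 140 s read after ATP addition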
# TAAR1 antag: human TAAR1 antagonists, primary screen, Fluo-8 calcium fluorescence, CHO RD-HGA16 cells | Trace amine-associated receptor 1 (Homo sapiens), Q96RJ0 | antagonist | inhibition, % at 3 µM | actives 1.5% (n = 360,000) | AID 624466, 2012;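 active = inhibition above a per-plate cutoff, the mean inhibition of test compounds on that plate plus 3 SD, cut at about 49% in these data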;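 note: 0% = DMSO plus EC80 beta-PEA response and 100% = DMSO alone without agonist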
#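 Test system – hTAAR1-expressing CHO RD-HGA16 cells, Gα16-coupled · Reagent – β-PEA at EC80 concentration, post-compound challenge · Compound dosing – 3 µM, single point · Timing – 140 s kinetic read after compound, 140 s after agonist · Detection – Fluo-8 intracellular calcium dye fluorescence, real-time kinetic reads · Control set – DMSO and EC80 PEA controls · Repeats – n of 1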
# The depositor's hits bear a star; nt = no result given.
# Below each SMILES: M1 ag parental	CHO-K1 Ca antag	CHRM1 agonist	TAAR1 agonist	OXTR potentiator	V1aR counter	CHO parental Ca	CHO-K1 Ca PAM	TAAR1 antag
CCN1C(=O)/C(=C\C(=O)c2cccs2)c2cc(Br)ccc21
    1.0	-8	0	4	-24	1.1	-35	-1	20
CC(C)NC(=O)C(=O)NCCc1ccc(Cl)cc1
    0.4	13	5	8	-9	1.6	0	4	11
COc1ccc(CC(=O)N/N=C(/C)c2ccco2)cc1
    0.2	-6	-6	10	-3	0.7	-9	9	-4
CCS(=O)(=O)N1CCN(C(=O)c2cccnc2)CC1
    0.0	-10	7	12	-7	-0.8	3	3	-1
CC(C)(C)CC(C)(C)NC(=O)CSCC(=O)Nc1ccc2ccccc2c1
    5.0	-6	-2	17	-6	-0.7	3	8	-17
COCCNC(=O)C(NC(=O)C1CCCCC1)C(C)C (configuration not stated)
    0.8	-11	-3	1	-11	0.6	18	4	-9
Cc1nn(C(C)C(=O)N2CCCC2)c(=O)c2nn(-c3ccccc3)c(C)c12 (configuration not stated)
    -0.4	14	-4	1	-1	0.8	0	4	-13
COc1cccc(-c2oc3c(c2C(=O)OCCN(C)C)C(O)CCC3)c1 (configuration not stated)
    0.2	6	nt	1	nt	nt	nt	-2	-19
C[C@H](CO)N1C[C@H](C)[C@H](CN(C)C(=O)c2ccncc2)OCc2ccccc2-c2c(n(C)c3ccccc23)C1=O
    -0.1	-5	-8	0	nt	nt	nt	4	-23
CS(=O)(=O)N1CCC(C(=O)N2CCN(Cc3ccccc3)CC2)CC1
    0.4	-2	-8	5	-15	1.5	-1	-3	11
CCN1CCN(CCCNC(=O)c2ccc(NC(=O)C3=C(C)OCCS3)cc2)CC1
    0.5	-4	-4	2	0	0.4	-10	13	-16
Cn1cccc1Cc1nnc(SCC(=O)NCc2ccc(F)cc2)n1-c1ccc(F)cc1
    0.3	6	-5	1	-9	1.1	-22	13	8
COc1cccc(NC(=O)NNC(=O)C(C)Oc2ccc3ccccc3c2)c1 (configuration not stated)
    0.5	1	-2	1	nt	nt	nt	1	4
COc1cc(/C=N/N=C2/NC(=O)C(CC(=O)O)S2)ccc1OCc1cccc(Cl)c1 (configuration not stated)
    -0.3	9	-10	6	-5	-0.3	-3	-8	-6
CCOc1ccc(N2C(=O)Nc3ccccc3C2(O)C(=O)NCc2ccccc2)cc1 (configuration not stated)
    0.8	-2	-2	1	-2	0.2	1	8	-36
COc1ccc(F)cc1S(=O)(=O)NCC1CCCO1 (configuration not stated)
    0.3	0	-2	5	-3	0.0	-7	0	-20
CCOc1ccc(C2/C(=C(/O)c3ccc4c(c3)CC(C)O4)C(=O)C(=O)N2CC2CCCO2)cc1 (configuration not stated)
    0.3	-5	-1	0	nt	nt	nt	2	-3
COc1cccc(N2CCN(CC(=O)c3c[nH]c4ccc(OC)cc34)CC2C)c1 (configuration not stated)
    -0.1	-8	-5	4	-7	2.6	-20	8	10
Cc1ccc(S(=O)(=O)N2CCN(C(=O)c3ccc(OCc4c(C)noc4C)cc3)CC2)cc1
    1.8	-2	-1	6	-15	6.6	-10	2	1
O=C(CSc1nccc(=O)[nH]1)NC1CCCc2ccccc21 (configuration not stated)
    0.4	18	-2	-1	-1	0.6	-16	4	-40
O=C(CCl)N1c2ccccc2OCC1c1ccccc1 (configuration not stated)
    0.4	-15	-7	6	-7	0.1	-15	14	-4
CC1(C)CN(c2ccc(F)cc2)C1=O
    0.3	-7	-11	11	-7	0.4	-7	2	5
COc1ccc(NC(=O)CN(C)C(=O)CCCSc2nc3ccccc3[nH]2)cc1
    1.1	1	-1	-1	0	-1.2	-15	7	-20
Cc1cc(-c2nc3ccccc3[nH]2)ccc1N
    -0.4	-13	-3	1	2	-0.6	-17	17	-3
COc1ccc(CCN2CCCn3c2nc2c3c(=O)n(Cc3ccccc3F)c(=O)n2C)cc1OC
    1.4	-1	-3	5	-8	-0.2	-24	8	6
Cc1nc2sc(C(c3ccccc3)N3CC(C)OC(C)C3)c(O)n2n1 (configuration not stated)
    -0.2	2	-3	11	-5	0.5	-4	10	-5
O=[N+]([O-])c1cc(Cl)cc(/C=N/Nc2nc3ccccc3s2)c1O
    -0.5	-2	2	-3	-7	-0.4	0	-2	22
O=C(Cn1nnc(-c2ccccc2)c1COc1ccc2ccccc2c1)NCC1CC1
    3.9	-2	0	2	nt	nt	nt	14	14
CCOc1ccc(S(=O)(=O)N2Cc3ccccc3CC2C(=O)NCCCn2ccnc2)cc1 (configuration not stated)
    -0.3	-11	-4	-1	-5	-0.8	-15	21	-4
CCN(CC(=O)Nc1c(F)cccc1F)C(=O)CNC(=O)c1sc2ccccc2c1Cl
    0.0	-8	-3	2	2	-0.3	-14	2	0
Cc1ccc(NC(=O)C(OC(=O)c2ccccc2Cl)c2ccccc2)cc1Cl (configuration not stated)
    4.7	0	-6	3	-10	1.8	-11	19	-1
CN(C)CCCCNCCCNC(=O)/C=N\O
    -0.1	-15	-3	1	-4	0.5	1	11	-3
CC(C)Cn1c(C(C)C)nc([N+](=O)[O-])c1S(=O)(=O)c1ccc(F)cc1
    1.7	-8	-5	14	-6	-0.6	-15	12	16
Cc1nn(-c2ccccc2)c(Cl)c1/C=N/O
    -0.3	10	-7	4	2	0.3	-2	5	-5
Nc1nonc1-c1nc2ccccc2n1CC(=O)N1CCN(c2ccc(F)cc2)CC1
    0.0	13	5	8	-6	0.2	-17	5	14
NC(=O)c1oc2ccccc2c1NC(=O)c1nc2ccccc2s1
    0.2	-9	-1	8	-10	1.5	-22	14	0
CCN1C(=O)[C@H]2[C@@H](c3ccc(-c4ccccc4)cc3)N3CCCC[C@@]3(C(=O)OC)[C@H]2C1=O
    1.0	-17	2	7	5	1.9	-15	24	-8
Cc1ccc(N2CC(C)Cn3c2nc2c3c(=O)[nH]c(=O)n2C)cc1 (configuration not stated)
    -2.2	-16	-6	-3	nt	nt	nt	17	-5
CCCCCCC(=O)O
    0.1	2	-1	5	1	0.7	-5	13	-10
O=C(Nc1cccc(C(F)(F)F)c1)C12CC3CC(CC(C3)C1)C2
    0.2	-23	-6	8	-12	-1.1	5	30	-25

# 3 entries drawn at random from those above, as already listed:
# Below each SMILES: M1 ag parental	CHO-K1 Ca antag	CHRM1 agonist	TAAR1 agonist	OXTR potentiator	V1aR counter	CHO parental Ca	CHO-K1 Ca PAM	TAAR1 antag
CC(C)Cn1c(C(C)C)nc([N+](=O)[O-])c1S(=O)(=O)c1ccc(F)cc1
    1.7	-8	-5	14	-6	-0.6	-15	12	16
CCN1C(=O)[C@H]2[C@@H](c3ccc(-c4ccccc4)cc3)N3CCCC[C@@]3(C(=O)OC)[C@H]2C1=O
    1.0	-17	2	7	5	1.9	-15	24	-8
Cc1ccc(NC(=O)C(OC(=O)c2ccccc2Cl)c2ccccc2)cc1Cl (configuration not stated)
    4.7	0	-6	3	-10	1.8	-11	19	-1

# (further entries)
# Below each SMILES: M1 ag parental	CHO-K1 Ca antag	CHRM1 agonist	TAAR1 agonist	OXTR potentiator	V1aR counter	CHO parental Ca	CHO-K1 Ca PAM	TAAR1 antag
Cc1cccc(C(=O)N2CCCC(c3nc(-c4ccc(C)o4)no3)C2)c1 (configuration not stated)
    3.2	-9	-5	5	-9	2.4	-17	18	-1
CC(=O)C1CCCN(C(=O)c2ccc3oc(CCc4ccccc4)nc3c2)C1 (configuration not stated)
    8.2	-13	2	5	-12	5.7	-19	19	-3
Cc1cc(C)cc(NC(=O)NCc2nnc(SCc3ccccc3)n2C)c1
    0.0	-17	-2	4	-18	-0.7	-24	21	13
CC1(C)CC(=O)N(c2cccc(Cl)c2)C(=O)C1
    1.8	-8	-5	6	-8	-0.5	-2	8	-19
CC1CCN(CCCCOc2ccc(Br)cc2)CC1
    1.1	-3	-10	2	-5	1.7	-17	-3	2
O=C(Nc1ccc(N2CCCCC2)cc1)C1CCCN1S(=O)(=O)c1ccc(F)cc1 (configuration not stated)
    2.7	-7	-4	1	-6	1.5	-20	17	3
Cc1ccc(-c2nn(CCC(=O)NCC3CCCO3)c(=O)c3ccccc23)cc1 (configuration not stated)
    0.1	-9	-6	8	-2	-0.8	-6	22	-6
CCOC(=O)C1=C(NC(=S)NC(=O)c2ccccc2)c2ccccc2CC1(C)CC (configuration not stated)
    20*	-5	-3	28	-10	4.0	-31	22	48
CCOCCCN(C(=O)c1snc(C(N)=O)c1N)C(C(=O)NC(C)(C)C)c1ccc(Cl)cc1 (configuration not stated)
    0.4	0	-4	0	-7	-1.4	-32	8	-12
O=C(CN1C(=O)c2ccccc2S1(=O)=O)N1CCOCC1
    0.3	-14	-1	nt	1	-0.3	4	6	nt
Cc1c(NS(=O)(=O)c2ccc(N)cc2)c(=O)n(-c2ccccc2)n1C
    0.0	-9	3	0	0	-0.7	6	3	-7
O=C(CC(=O)Nc1cccc(Cl)c1Cl)Nc1cccc(Cl)c1Cl
    3.1	-15	-7	2	-7	0.3	-8	18	-5
COc1ccc(CN2C(=O)NC3(CCCC3)C2=O)cc1F
    -0.1	3	-4	6	-4	0.9	-8	7	0
COc1ccccc1NC(=O)CCCN1C(=O)C2CC=CCC2C1=O (configuration not stated)
    1.1	-17	1	4	-8	-0.2	-7	-4	-9
COC(=O)C1=C2c3[nH]c4ccccc4c3CCN2C(=O)CC1
    -0.8	-3	-7	4	-5	-0.8	-14	14	-23
Cc1csc(NC(=O)C2(C)CCN2C(=O)C(C)C)c1C#N (configuration not stated)
    0.2	-11	0	nt	nt	nt	nt	4	nt
CCOc1cc2c(cc1/C=C1/NC(=O)N(CC(=O)OC)C1=O)OCO2
    0.4	-7	-3	2	-1	-0.2	-18	21	-25
O=C(O)CSc1nnc(-c2ccc(Cl)cc2Cl)n1-c1ccc(Cl)cc1
    0.0	-3	-4	-1	-10	0.2	-7	-7	10
O=c1onc(-c2ccccc2)n1-c1cc(Cl)cc(Cl)c1
    1.6	-17	-3	-2	5	-0.4	-15	27	-20
